Screening data: PubChem, several laboratories
PPARg SRC-1 ag: PPARgamma-driven SRC-1 recruitment agonism; P37231; PPARgamma-SRC-1 coactivator recruitment biochemical assay; activation, % at 8 µM; hit rate 0.41% among 200,000; in the data active = activation above about 19%;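 also: 0% = DMSO and 100% = reference agonist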
TR-FRET SRC-2 ct: counter-screen for PPARgamma SRC-2 recruitment agonists: TR-FRET artefact; stronger effect = higher value; AID 1049; hit rate 0.4% among 200,000; TR-FRET ratio at 8 µM; in the data active = TR-FRET ratio above about 2000; also: inactives centre near 1500
PPARg SRC-2 ag: PPARgamma-driven SRC-2 recruitment agonism; AID 1032; hit rate 0.34% among 200,000; activation, % at 8 µM; PPARgamma LBD-SRC-2 recruitment, biochemical; P37231; in the data active = activation above about 22%;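 also: 0% = vehicle and 100% = reference agonist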
bIAP inhibitor: intestinal alkaline phosphatase (bovine) inhibition. inhibition, % at 20 µM. 190,000 tested, under 10 active. purified bovine IAP, CDP-star luminescence, 30 min. AID 1019;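 active = over 50% inhibition of intestinal alkaline phosphatase at 20 µM in the single-dose screen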
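test system = bovine IAP enzyme | medium = DEA buffer 100 mM, pH 9.8, with MgCl2 1.0 mM, ZnCl2 0.02 mM | detection = luminescence | dosing = single compound dose of 20 µM, 2% DMSO final | incubation = 30 min reaction at room temperature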
PPARg SRC-3 ag: PPARgamma-driven SRC-3 recruitment agonism; biochemical PPARgamma/SRC-3 coactivator recruitment assay; P37231; hit rate 0.26% among 200,000; activation, % at 8 µM; in the data active = activation above about 23%;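 also: 0% = DMSO and 100% = reference agonist; some compounds past the cut are filed as inactive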
bIAP act: intestinal alkaline phosphatase (bovine) activation; purified bovine IAP, CDP-star luminescence, 30 min; stronger effect = higher value; fold of DMSO-control signal, blank-subtracted; activation factor at 20 µM; hit rate 0.17% among 200,000; AID 1016;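 active = activation factor of 2 or more at 20 µM, a signal rise over negative controls twice the positive control's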
ROMK mod: human ROMK K+ channel modulation, primary screen. P48048. Tet-inducible ROMK, thallium flux fluorescence; actives lie on both sides. B-score at 10 µM. hit rate 2% among 130,000;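 active = signal ratio slope over the read window, or its plate-corrected B-score, at least 3 SD from the plate mean, either direction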;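 also: B-score of the F/F0 ratio slope over 7 to 12 s after thallium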
Target sequence (P48048 whole entry, looked up): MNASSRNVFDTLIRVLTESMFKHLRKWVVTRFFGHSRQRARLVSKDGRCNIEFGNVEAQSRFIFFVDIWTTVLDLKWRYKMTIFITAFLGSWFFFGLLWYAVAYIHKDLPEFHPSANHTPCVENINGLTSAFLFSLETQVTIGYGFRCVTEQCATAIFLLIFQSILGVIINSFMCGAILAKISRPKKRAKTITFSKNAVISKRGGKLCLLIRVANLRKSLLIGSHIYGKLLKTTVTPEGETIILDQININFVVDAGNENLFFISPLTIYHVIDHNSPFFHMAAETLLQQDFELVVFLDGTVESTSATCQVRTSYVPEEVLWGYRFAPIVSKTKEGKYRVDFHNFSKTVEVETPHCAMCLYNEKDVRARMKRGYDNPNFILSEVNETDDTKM
S1P3 antag: blocks the human S1P3 receptor; Q99500; CHO S1P3 NFAT-BLA reporter, FRET fluorescence, antagonist mode; inhibition, % at 4.98 µM; hit rate 0.27% among 170,000; AID 485;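 active = inhibition above the plate cutoff, the mean inhibition of test wells on that plate plus 3 SD, cut at about 28% in these data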;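 also: cells challenged with S1P at its EC80 of 0.8 µM; blue over green emission ratio from cleaved BLA substrate after 4 h stimulation; 0% = S1P-stimulated wells and 100% = unstimulated DMSO-only wells; some compounds past the cut are filed as inactive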
Target sequence (Q99500 whole entry, looked up): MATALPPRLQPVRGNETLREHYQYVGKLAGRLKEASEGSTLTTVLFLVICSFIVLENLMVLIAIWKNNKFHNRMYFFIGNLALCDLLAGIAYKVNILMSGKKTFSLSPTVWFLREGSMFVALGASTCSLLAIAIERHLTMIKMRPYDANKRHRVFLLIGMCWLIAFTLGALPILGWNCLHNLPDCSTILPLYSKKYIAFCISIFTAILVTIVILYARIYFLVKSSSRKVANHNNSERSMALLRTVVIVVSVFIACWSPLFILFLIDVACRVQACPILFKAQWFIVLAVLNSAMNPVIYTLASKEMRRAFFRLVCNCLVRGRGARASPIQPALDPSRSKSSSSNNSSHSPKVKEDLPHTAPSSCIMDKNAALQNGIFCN
TLR4-MyD88 BLA: blocks binding of human TLR4 to MyD88. AID 861. HeLa CL3-4 TLR4/MyD88 BLA complementation, FRET ratio. hit rate 0.18% among 200,000. O00206+Q99836. inhibition, % at 8.4 µM; in the data active = inhibition above about 25%;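 also: 0% = vehicle and 100% = reference inhibitor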
L major viab: Leishmania major promastigote growth inhibition | Leishmania major promastigotes, resazurin fluorescence viability | inhibition, % at 10 µM | hit rate 9% among 200,000 | AID 1063; in the data active = inhibition above about 50%;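 also: promastigotes grown with compound for 44 hours at 28 °C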
DTT redox prof: compounds producing H2O2 with reducing agent – biochemical, NIH compound library profiling, artefact control for MLSCN library redox annotation, primary screen. hit rate 0.03% among 200,000. DTT-dependent redox cycling H2O2, phenol red/HRP absorbance; 100% = 100 µM peroxide control, 0% = buffer. activation, % at 10 µM;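 active = activation of at least 50% relative to the plate's high and low controls in the primary single-dose screen; inactive = activation below 50%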;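 also: compound incubated with DTT at 0.8 mM final as the reducing agent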
* = called active by the depositor; . = no result given.

No.	smiles	PPARg SRC-1 ag	TR-FRET SRC-2 ct	PPARg SRC-2 ag	bIAP inhibitor	PPARg SRC-3 ag	bIAP act
1	O=C(O)CC(c1ccccc1)n1cccc1 (stereo not given)	-2.3	1431	11.3	5.1	2.0	0.9
2	CCOC(=O)c1ccc(NC(=O)CC2C(=O)N(c3ccccc3)C(=O)N2CCCOC)cc1 (stereo not given)	-0.3	1521	-0.1	6.1	-4.6	0.9
3	CNC(=O)C1CC(=O)N/C(=N/N=C(\C)c2cccs2)S1 (stereo not given)	-3.2	1329	-7.8	-8.2	0.6	1.1
4	COc1cc(N/N=C(\C)c2ccc(O)c(C)c2)nc(-c2ccccc2)n1	3.7	1484	11.1	8.1	2.0	0.9
5	Cc1cccc(N2CCN(C(=O)C(Cc3ccccc3)n3cccc3)CC2)c1C (stereo not given)	-0.7	1439	17.4	23.8	5.3	0.8
6	CNC(=O)Nc1ccc2snnc2c1	4.9	1545	10.3	4.7	5.2	1
7	COc1cccc(NC(=S)Nc2cccnc2)c1	-2.5	1646	1.1	2.3	5.5	1
8	Cc1cccc2cn[nH]c12	4.6	1565	0.5	-0.7	1.8	1
9	CCc1ccc(NC2=NC(C(=O)c3ccccc3)CC(=O)N2)cc1 (stereo not given)	4.3	1415	1.6	-23.1	3.9	1.2
10	O=C(CSc1nc2ccccc2o1)NCc1n[nH]c(=O)c2ccccc12	-3.5	1562	-1.0	4.3	-1.8	1
11	Cc1ccc(C)n1NC(=O)c1ccco1	5.5	1808	2.4	-3.9	-4.0	1
12	O=C(CCc1ccccc1)NNC(=O)Nc1ccccc1	-0.5	1591	4.6	-19.9	-3.6	1.2

No.	ROMK mod	S1P3 antag	TLR4-MyD88 BLA	L major viab	DTT redox prof
1	.	-13.4	6.0	-5.4	-0.3
2	-1.16	.	8.1	-2.0	0.0
3	.	.	6.2	-0.5	1.9
4	1.53	5.7	-13.9	9.5	-0.2
5	.	.	-0.8	7.8	-0.3
6	.	.	5.8	-6.8	-1.7
7	0.00927	1.0	-20.9	50.6*	-0.4
8	-0.323	-11.3	0.5	-1.6	-0.7
9	0.335	-3.8	13.2	-4.8	-0.1
10	.	0.3	-4.3	-5.1	3.5
11	1.22	-5.5	-5.0	-9.6	0.9
12	1.21	11.4	1.3	1.8	0.2

Some of the entries so far, tab-delimited:
item	SMILES	PPARg SRC-1 ag	TR-FRET SRC-2 ct	PPARg SRC-2 ag	bIAP inhibitor	PPARg SRC-3 ag	bIAP act	ROMK mod	S1P3 antag	TLR4-MyD88 BLA	L major viab	DTT redox prof
11	Cc1ccc(C)n1NC(=O)c1ccco1	5.5	1808	2.4	-3.9	-4.0	1	1.22	-5.5	-5.0	-9.6	0.9
12	O=C(CCc1ccccc1)NNC(=O)Nc1ccccc1	-0.5	1591	4.6	-19.9	-3.6	1.2	1.21	11.4	1.3	1.8	0.2

(further entries)
No.	smiles	PPARg SRC-1 ag	TR-FRET SRC-2 ct	PPARg SRC-2 ag	bIAP inhibitor	PPARg SRC-3 ag	bIAP act
13	C(=C\c1cc(/C=C/c2ccccc2)ncn1)/c1ccccc1	0.4	1455	-2.2	0.3	3.2	1
14	COc1ccc2cc(C)c(SCC(=O)Nc3cc(C)on3)nc2c1	-0.1	1408	-3.0	4.6	-1.6	1
15	O=C(CC(=O)N/N=C/c1ccc(Cl)cc1Cl)NCc1ccccc1	3.8	1505	5.6	9.3	2.4	0.9
16	Cc1ccc2c(C)[nH]c(=O)cc2c1	10.7	1609	4.6	9.3	-3.7	0.9
17	COc1ccccc1N1CCN(CC(O)COc2ccc3c(C)cc(=O)oc3c2)CC1 (stereo not given)	-5.3	1579	8.0	11.3	2.2	0.9
18	OCCNc1nc2ccc(Cl)cc2[nH]1	5.9	1574	8.8	-6.8	-15.8	1.1
19	CN1C2C=C3C(C#N)=C(N)C(C#N)(C#N)[C@@H](c4ccsc4)[C@@H]3C1CC2 (stereo not given in full)	3.7	1541	-1.9	1.9	-9.8	1
20	COc1cc(OC)cc(C(=O)NCC(=O)OCC(=O)/C=C2/N(C)c3ccccc3C2(C)C)c1	1.8	1591	-3.6	-10.1	-2.8	1.1
21	Cc1cccc(OCCC(=O)Nc2ccc(S(=O)(=O)N3CCCC3)cc2)c1	3.7	1597	8.4	15.2	4.4	0.8
22	O=C(Cc1c[nH]c2ccccc12)N1CCc2ccccc21	-1.1	1480	-2.2	8.5	-4.7	0.9
23	O=C(O)c1ccc(COc2ccccc2Cl)cc1	2.2	1507	0.9	0.8	-5.4	1
24	CC(=O)[C@@H]1[C@@H]2C(=O)N(C3CCCCC3)C(=O)[C@@H]2C2c3ccccc3C=CN21 (stereo not given in full)	0.8	1293	-1.5	1.7	-0.5	1

No.	ROMK mod	S1P3 antag	TLR4-MyD88 BLA	L major viab	DTT redox prof
13	.	.	-23.5	-3.6	3.7
14	.	-23.1	2.9	-2.8	2.6
15	.	.	-3.6	-6.7	-7.6
16	0.302	4.9	1.2	-3.6	1.1
17	.	.	-7.0	25.2	-0.9
18	0.419	-0.4	-10.2	3.6	0.7
19	-1.25	.	-15.5	4.8	2.4
20	-2.31	-13.8	-4.3	11.3	-1.1
21	-0.487	19.0	3.1	17.8	-0.3
22	.	0.0	4.1	0.2	3.0
23	0.237	-8.6	8.5	-3.5	1.6
24	.	.	-4.4	-2.5	2.2

No.	smiles	PPARg SRC-1 ag	TR-FRET SRC-2 ct	PPARg SRC-2 ag	bIAP inhibitor	PPARg SRC-3 ag	bIAP act
25	Cc1nc(NC(CC(C)C)C(=O)O)c2nc(C)oc2n1 (stereo not given)	3.6	1453	6.0	1.9	-1.3	1
26	CC(=O)c1c(C)c[nH]c1C	3.6	1514	-4.5	3.1	-0.2	1
27	COc1ccc(-n2cc(CNCCCn3ccnc3)c(-c3cccc(F)c3)n2)cc1	-7.3	1360	-3.7	-9.8	-1.6	1.1
28	CN(C)/N=C/c1ccc(OS(=O)(=O)c2ccccc2)cc1	3.4	1444	7.1	19.3	4.6	0.8
29	CNc1oc(-c2ccco2)nc1C#N	-1.7	1313	4.2	8.2	-3.4	0.9
30	CCN1CCN(CC(=O)c2cc(OC)c(OC)c(OC)c2)CC1	5.3	1752	1.6	2.1	-2.0	1
31	Cc1cc(/C=C2\SC(N)=NC2=O)c(C)n1-c1ccccc1	3.9	1637	5.3	16.7	-1.2	0.8
32	CCOC(=O)C1CCN(Cc2ccccc2C(F)(F)F)CC1	-3.5	1354	3.1	-11.0	-6.7	1.1
33	COC(=O)Cn1nc(-c2ccccc2)c2ccccc2c1=O	6.4	1577	6.9	5.4	5.9	0.9
34	CC(=O)Nc1c(C)ccc2nsnc12	1.8	1573	6.2	15.4	2.7	0.8
35	C=CCNC(=O)c1onc(CSc2ccc(OC)cc2)c1C(=O)O	-15.2	1416	-5.2	0.5	-8.0	1
36	CSCCC(NC(=O)C12CC3CC(CC(C3)C1)C2)C(=O)OCC(=O)c1ccccc1 (stereo not given)	-0.3	1591	0.1	6.3	2.0	0.9

No.	ROMK mod	S1P3 antag	TLR4-MyD88 BLA	L major viab	DTT redox prof
25	.	-29.4	1.2	-12.8	1.5
26	0.562	17.3	-4.8	6.2	0.1
27	-2.21	-9.9	8.1	100.3*	-0.4
28	-0.756	-14.6	-0.8	-2.3	0.6
29	0.652	-20.6	10.7	-1.1	0.1
30	0.808	14.0	-1.4	-5.3	-2.9
31	0.796	.	6.1	0.6	0.8
32	0.789	9.1	-3.8	-5.1	0.1
33	.	-2.3	10.7	-6.7	-2.1
34	.	.	-1.9	-2.1	-5.0
35	.	.	10.8	-11.1	17.8
36	.	9.3	-13.8	4.8	0.5

No.	smiles	PPARg SRC-1 ag	TR-FRET SRC-2 ct	PPARg SRC-2 ag	bIAP inhibitor	PPARg SRC-3 ag	bIAP act
37	CCOc1cc(CNc2ccc3cn[nH]c3c2)ccc1OC	0.3	1303	3.9	-6.2	-0.5	1.1
38	CCSC1=NC(C)(C)C=C(/C=C/c2ccc(Cl)cc2Cl)N1	9.4	1407	-0.5	6.7	-5.0	0.9
39	CCOC(CNC(=O)c1nnc(Cc2cc(OC)c(OC)c(OC)c2)o1)OCC	3.3	1732	7.8	5.7	2.3	0.9
40	Cc1cccc(C(=O)N[C@H](C(=O)Nc2nnc(C3CC3)s2)C(C)C)c1	4.9	1754	6.7	3.6	0.3	1
41	Cc1cc2occ(CC(=O)O)c2cc1C	8.2	1689	11.0	-3.2	-2.9	1
42	CCOC(=O)C1=C(CN2CCSCC2)NC(=O)NC1c1cc(C)ccc1C (stereo not given)	-0.3	1776	9.5	14.4	6.5	0.9
43	CCNC(=O)CN(C1CCCCC1)S(=O)(=O)c1ccc(F)cc1	3.0	1517	5.0	0.1	3.4	1
44	CC(C)=CC(=O)Nc1nnc(-c2ccc(F)cc2)s1	3.9	1437	-3.2	21.7	8.9	0.8
45	COc1ccc(N=C(N)SCc2ccccn2)cc1	-5.4	1582	-2.3	2.7	2.1	1
46	O=C1CC(c2cc3c(cc2Br)OCO3)C2=C(CCCC2=O)N1 (stereo not given)	0.9	1427	-1.8	-0.5	-14.6	1
47	N#Cc1ccc(CSc2nnc(-c3c[nH]c4ccccc34)n2-c2ccccc2)cc1	2.9	1566	6.3	-11.9	2.1	1.1
48	CC[C@H](C)[C@H](NC(N)=O)C(=O)NCCc1ccc(Cl)cc1	-1.7	1553	4.5	-7.8	-6.2	1.1

No.	ROMK mod	S1P3 antag	TLR4-MyD88 BLA	L major viab	DTT redox prof
37	0.653	.	-6.7	79.0*	-0.3
38	-0.454	.	-2.7	100.1*	-0.1
39	0.0108	-27.7	10.0	-5.0	-1.0
40	0.0182	-2.7	-11.1	1.9	-0.7
41	.	.	-3.5	-1.3	-0.4
42	.	-1.6	-11.3	5.4	0.9
43	0.451	.	4.5	-4.8	-1.5
44	.	.	-2.9	-8.3	-0.7
45	-0.0788	0.1	-8.2	4.1	0.9
46	.	-7.7	-2.3	-6.8	2.3
47	-1.08	-3.0	-2.9	49.2	0.2
48	-0.131	-8.9	12.2	-1.4	0.2

No.	smiles	PPARg SRC-1 ag	TR-FRET SRC-2 ct	PPARg SRC-2 ag	bIAP inhibitor	PPARg SRC-3 ag	bIAP act
49	Cn1cnnc1SC/C(O)=C(\C#N)c1nc2ccccc2[nH]1	-6.8	1442	-4.8	12.1	5.6	0.9
50	Cc1ccc(C(=O)N2NC(c3ccc(F)cc3)C3C(=O)N(c4ccc(C)c(C)c4)C(=O)C32)cc1 (stereo not given)	2.1	1475	5.0	31.3	-0.2	0.7
51	CC(C(=O)Nc1ccccc1-c1ccccc1)N1CCCCC1 (stereo not given)	-2.4	1322	-8.4	-1.5	-4.2	1
52	Cn1c(NC(=O)c2cccc(Cn3cc(Cl)cn3)c2)nc2ccccc21	-5.2	1399	3.2	6.3	-9.9	0.9
53	COc1ccc(/C(O)=C2/C(=O)C(=O)N(CCN(C)C)C2c2ccc(F)cc2)cc1Cl (stereo not given)	2.5	1733	0.6	-7.5	8.3	1.1

No.	ROMK mod	S1P3 antag	TLR4-MyD88 BLA	L major viab	DTT redox prof
49	.	-5.3	2.3	-3.7	0.2
50	-0.103	-2.3	11.8	-6.3	0.6
51	.	.	-8.7	4.0	1.9
52	.	-0.3	-11.1	-3.5	0.6
53	-1.88	-15.3	-6.7	-0.8	0.1
